# Screens deposited in PubChem by several laboratories.
# TPT1 inhibitor = Candida albicans TPT1 enzyme inhibitors, primary screen, biochemical, fluorescence polarization. tRNA 2'-phosphotransferase TPT1 (Candida albicans SC5314). recombinant caTPT1, FP RNA substrate dephosphorylation. 0.81% of 300,000 active. inhibition, % at 5 µM. AID 1962, 2009;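 active = inhibition above the mean of all tested compounds plus 3 SD, set per screening campaign, cut at about 24% in these data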;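 note: plate controls were DMSO alone for no effect and ferristatin control at 100 nM for full effect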
# PP1 inh = PP1-alpha phosphatase inhibitors, primary screen, counter-screen for PP5 inhibitor project, biochemical, fluorescence, OMFP substrate, single point | Serine/threonine-protein phosphatase PP1-alpha catalytic subunit (Homo sapiens), P62136 | purified PP1alpha | inhibition, % at 6.7 µM | 0.9% of 320,000 active | AID 2235, 2010;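 active = inhibition above the mean inhibition of all tested compounds plus 3 SD, computed separately for each screening campaign, cut at about 15% in these data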
# Target sequence (P62136 whole entry, looked up): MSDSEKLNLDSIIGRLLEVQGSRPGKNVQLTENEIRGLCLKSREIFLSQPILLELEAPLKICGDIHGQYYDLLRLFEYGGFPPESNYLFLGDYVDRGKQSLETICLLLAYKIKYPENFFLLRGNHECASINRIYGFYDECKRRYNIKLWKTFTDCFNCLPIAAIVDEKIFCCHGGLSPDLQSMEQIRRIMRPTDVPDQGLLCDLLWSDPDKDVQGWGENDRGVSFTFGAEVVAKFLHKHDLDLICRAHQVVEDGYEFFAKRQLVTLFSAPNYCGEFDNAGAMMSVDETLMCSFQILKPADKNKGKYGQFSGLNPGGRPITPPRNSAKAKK
# procasp7 counter = procaspase-7 activators, primary screen, counter-screen for procaspase-3 activator project, biochemical, absorbance, HTS, human; Caspase-7 (Homo sapiens), P55210; recombinant procaspase-7, Ac-DEVD-pNA absorbance 405 nm; D23A/D198A/D206A triple mutant, cannot self-cleave; scale: DMSO 0, 5 µM enzyme 100; activation, % at 8.5 µM; 0.093% of 330,000 active; AID 463210, 2010;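 active = percent activation above the screen-wide mean plus 3 SD, cut at about 25% in these data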
# Target sequence (P55210 whole entry D23A/D198A/D206A): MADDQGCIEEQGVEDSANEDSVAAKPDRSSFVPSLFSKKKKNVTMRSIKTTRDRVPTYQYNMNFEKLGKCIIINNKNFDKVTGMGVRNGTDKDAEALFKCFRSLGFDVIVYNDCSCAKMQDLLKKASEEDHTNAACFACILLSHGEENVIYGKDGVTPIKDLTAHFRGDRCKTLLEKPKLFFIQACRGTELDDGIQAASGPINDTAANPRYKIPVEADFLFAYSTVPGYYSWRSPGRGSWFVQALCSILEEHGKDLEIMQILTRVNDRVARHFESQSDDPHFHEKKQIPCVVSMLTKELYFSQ
#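 Assay system – Uncleavable procaspase-7 mutant enzyme · Quantity – 2 µM procaspase-7 mutant as dispensed · Times – 1 h preincubation, 2 h reaction · Dosing – single nominal 8.5 µM compound dose, 0.8% DMSO final · Buffer or medium – Zinc-free 50 mM HEPES buffer, pH 7.4, with NaCl and Triton X-100 · Detection – Epi-absorbance of released pNA at 405 nm, two timepoints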
# Fh CTSL1 inh = Fasciola hepatica cathepsin L1 inhibitors, primary screen, counter-screen for PFM18AAP inhibitor project, biochemical, QFRET, fluorogenic peptide substrate | recombinant F. hepatica cathepsin L1, Z-Leu-Arg-MCA fluorescence | inhibition, % at 5.96 µM | 0.49% of 300,000 active;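 active = inhibition above the mean of all tested compounds plus 3 SD, set per screening campaign, cut at about 17% in these data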;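 note: 0% = plate median of test compound wells and 100% = 1 µM Z-Phe-Ala-diazomethylketone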
# procasp3 activ = activators of human procaspase-3 D3A mutant, primary screen, biochemical, absorbance, PC-3 D3A mutant, single concentration; Caspase-3 (Homo sapiens), P42574; recombinant procaspase-3 D3A, Ac-DEVD-pNA absorbance 405 nm; activation, % at 8.5 µM; 0.11% of 330,000 active; AID 463141, 2010;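 active = activation above the mean of all tested compounds plus 3 SD, cut at about 21% in these data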;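 note: 0% = DMSO alone and 100% = DMSO wells spiked with extra 5 µM PC-3 D3A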
# Target sequence (P42574 whole entry D9A/D28A/D175A): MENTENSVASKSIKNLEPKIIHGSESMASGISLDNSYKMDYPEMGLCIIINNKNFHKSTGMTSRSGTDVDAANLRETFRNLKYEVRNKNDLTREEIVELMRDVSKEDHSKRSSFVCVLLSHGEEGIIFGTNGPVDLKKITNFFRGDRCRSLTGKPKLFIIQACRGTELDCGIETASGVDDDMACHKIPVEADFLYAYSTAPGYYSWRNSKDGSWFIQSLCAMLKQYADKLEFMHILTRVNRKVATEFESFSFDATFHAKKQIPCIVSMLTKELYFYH
#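 material = Procaspase-3 D3A mutant | probe or stimulus = Ac-DEVD-pNA | compound = single dose, 8.5 µM nominal compound, 0.8% DMSO | timing = 1 h preincubation, 2 h reaction | measured by = 405 nm absorbance of p-nitroaniline, reads at 0 and 120 min | benchmarks = DMSO-only low control, 5 µM PC-3 D3A high control | repeats = singlicate, each compound tested once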
# PP5 primary = PP5 phosphatase inhibitors, primary screen, biochemical, fluorescence; Serine/threonine-protein phosphatase 5 (Homo sapiens), P53041; purified PP5c, OMFP substrate fluorescence; inhibition, % at 6.7 µM; 0.18% of 320,000 active; AID 1987, 2009;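 active = inhibition above the campaign's mean inhibition across all tested compounds plus 3 SD, cut at about 9.5% in these data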;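 note: 0% = DMSO only and 100% = 100 µM cantharidin control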
# Efflux pump mplx = inhibitors of Candida efflux pumps in yeast, primary screen, S. cerevisiae, Nile Red, multiplex; 0.44% of 330,000 active; S. cerevisiae Candida pump triplex; inhibition, % at 10 µM; AID 485275, 2010;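 active = plate passing quality check with inhibition over a set limit, or well fluorescence over plate mean plus 4 SD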;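 note: Nile Red retained in pooled yeast measured as flow cytometry median fluorescence; 0% = buffer negative control and 100% = Enniatin B positive control; higher means more Nile Red kept so more efflux inhibition; some compounds called inactive have numbers as strong as hits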
# core dimer inh = inhibitors of HCV core protein dimerization, primary screen, biochemical, TR-FRET, high-throughput; 0.33% of 300,000 active; TR-FRET GST/Flag-core106 dimerization, 1536-well; inhibition, % at 5 µM;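 active = inhibition above the mean of all tested compounds plus 3 SD, set per screening campaign, cut at about 45% in these data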
#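 Material: GST/Flag-tagged HCV core106 proteins. Incubation: 4 h, 22.5 °C incubation. Read-out basis: inhibition (%) from 671 over 617 nm ratio. Measured by: TR-FRET, excitation 340 nm, emission 617 and 671 nm.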
# JMJD2C inh = inhibitors of GASC-1 histone demethylase, primary screen, biochemical, fluorescence, DELFIA europium; GST-JMJD2C(1-420) H3K9me3 demethylation; 0.069% of 330,000 active; inhibition, % at 2.35 µM;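 active = more than half of a compound's replicate wells show inhibition beyond 50%, single wells judged on their own value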;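 note: signal counts dimethyl H3K9 product captured on neutravidin plate; 0% = median of DMSO wells and 100% = 0.3 times that DMSO median; strong numbers were not always called active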
# * = called active by the depositor; nt = no result given.
SMILES,TPT1 inhibitor,PP1 inh,procasp7 counter,Fh CTSL1 inh,procasp3 activ,PP5 primary,Efflux pump mplx,core dimer inh,JMJD2C inh
Cc1ccc(N2C(=O)N(CC(=O)Nc3ccc([N+](=O)[O-])cc3)C(=O)C2C)cc1 (stereo unspecified),1.0,2.1,-6.6,-0.1,2.9,3.4,0.0,-3.5,33.0
Cc1cc(NC(=O)Nc2ccccc2)n(C(C)(C)C)n1,-4.1,0.7,7.4,3.9,5.8,-0.3,0.0,-5.3,-3.2
Cc1cc(Cl)c2oc(C(=O)N(C)Cc3ccon3)c(C)c2c1,-0.6,-3.3,1.6,-4.8,-0.7,-0.4,0.9,0.4,4.4
c1ccc(CCNc2ncnc3nc[nH]c23)cc1,-0.5,-2.6,3.6,2.6,0.7,-0.8,-0.2,-0.4,-10.0
CCOC(=O)c1nn(-c2ccc(C)cc2)c(=O)cc1OCC(=O)Nc1cccc(C)c1,-1.5,-0.8,12.2,-2.3,3.4,1.0,-0.1,5.8,3.2
CC1(C)COC(Cn2c3ccccc3c3ccccc32)O1 (stereo unspecified),-0.7,-3.6,8.6,0.6,-6.0,2.9,0.0,2.7,3.6
CCC(C)NC(=O)c1nc2c(nnn2Cc2ccccc2Cl)c(=O)[nH]1 (stereo unspecified),3.7,7.2,5.1,-8.4,0.8,0.8,0.4,4.3,-9.8
COc1ccc(OC)c(-n2c(-c3ccc(S(C)(=O)=O)cc3)cc(C=O)c2C)c1,-0.6,-0.9,1.9,2.9,-8.1,-0.2,-0.1,2.1,-0.1
CN(C)CCCN(C(=O)COc1ccccc1)c1nc2c(Cl)cccc2s1,-3.9,-4.5,8.1,0.9,8.6,-0.6,-0.1,-0.5,0.4
O=C(COc1ncnc2sccc12)N1CCN(c2ccccc2)CC1,6.2,-2.0,8.3,-1.7,7.5,-0.9,-0.1,8.5,-9.1
CO/N=C/c1ccc(Oc2ccc([N+](=O)[O-])cc2[N+](=O)[O-])c(OC)c1,0.4,2.6,6.1,0.4,-1.0,2.0,-0.3,2.4,-18.6
CCOC(=O)N1CCC(NS(=O)(=O)c2ccc(C)c(Cl)c2)CC1,-1.9,-3.2,7.0,-0.3,4.2,0.4,0.1,0.2,5.9
Cc1cccc(NC(=O)c2cc([N+](=O)[O-])ccc2Cl)c1O,-3.8,-0.4,1.9,-3.8,8.8,2.1,-0.5,3.4,0.6
CCC1(C)Cc2c(sc3nnn(CC(=O)Nc4cccc5ccccc45)c(=O)c23)CO1 (stereo unspecified),-0.6,4.1,0.9,1.4,8.6,2.9,0.1,18.4,3.4
Cc1cc(C)c(Cn2c(=O)n(CCCC(=O)NCc3ccco3)c(=O)c3sccc32)c(C)c1,-1.7,8.2,-6.2,1.1,-8.1,-0.3,0.0,9.6,14.7
NNC(=S)Nc1ccc(OC(F)(F)F)cc1,-2.8,-4.1,-10.8,-3.5,0.2,0.9,-0.1,-3.6,-5.3
CCc1ccc(-n2cc(-c3ccc(F)cc3)[n+]3c2SCCC3)cc1,3.7,-3.3,5.3,0.7,-9.6,-2.1,0.1,-2.5,12.2
O=C(Nc1ccon1)c1nc[nH]c1C(=O)NCc1ccccc1,nt,4.0,2.1,nt,-1.8,0.4,-0.1,nt,-6.7
Cc1ccc(C(CNS(=O)(=O)c2ccc(Br)cc2)N2CCN(C)CC2)cc1 (stereo unspecified),3.2,-4.8,7.3,-4.8,5.8,-0.3,0.0,1.0,21.6
CC(C)N(Cc1ccccc1)C(=O)COC(=O)c1cnccn1,2.7,2.0,8.1,-37.8,2.4,-0.9,0.0,2.1,-4.7
COC(=O)c1ccc(NC(=O)CCNS(=O)(=O)c2cccc3nonc23)cc1,-1.1,-3.8,0.6,-0.2,6.3,-2.6,-0.1,-3.4,-5.7
CC(/C=N/NC(=O)c1ccc2nc(C)[nH]c2c1)=C\c1ccccc1,-0.9,1.5,-3.6,0.7,-8.3,-1.6,-0.1,-13.4,30.3
Cc1cccc(-n2c(Cc3ccccc3)nnc2SCC(=O)N2CCOCC2)c1,-3.2,-0.1,5.4,1.4,6.2,-1.1,-0.1,2.0,0.0
COc1ccccc1NC(=O)CS(=O)(=O)c1cccc2nsnc12,0.0,-0.6,2.5,-3.8,-4.2,3.5,0.1,3.2,2.0
COc1ccc(S(=O)(=O)Nc2cc(C(C)C)c(O)cc2C)cc1,-2.7,-1.6,2.1,-4.3,0.9,1.9,-0.1,3.2,-0.9
COc1cc(CN(C2CCCCC2)S(=O)(=O)c2ccc(S(=O)(=O)N(C)C3CCCCC3)cc2)cc(OC)c1OC,-2.2,18.6*,6.3,3.0,-3.6,2.2,0.3,7.1,-4.1
O=C(c1ccccc1)N1CCC(O)(c2ccc3c(c2)OCO3)CC1,-4.3,0.0,1.4,2.0,-1.4,1.8,-0.1,-1.9,-6.5
CCOC(=O)c1c(C)c(C(=O)Nc2ccc(F)cc2)c(C)n1C,1.8,-5.1,0.1,1.7,1.1,-1.4,0.0,14.4,0.0
CC1CCc2cccc3c2N1c1cc(C#N)c(C#N)cc1O3 (stereo unspecified),26.4*,4.1,-6.8,-0.1,-7.5,3.9,-0.6,-0.9,-5.7
COc1ccccc1N1CCN(/N=C/c2cccc(OC)c2OC)CC1,0.1,3.3,1.4,-0.1,-4.7,-0.2,-0.3,-4.2,5.5
Oc1oc(C=Nc2ccc(F)cc2F)c2ccccc12,-3.6,0.7,0.1,-1.8,2.1,2.1,-0.1,0.9,-1.5
Cc1cc(Br)c(Cl)cc1NC(=O)CN1C(=O)C2C3CC(c4ccccc4)C(C3)C2C1=O (stereo unspecified),2.5,1.6,6.8,5.9,0.4,7.0,-0.3,6.1,5.0
O=C(Cc1cn(Cc2cccc(Cl)c2)c2ccccc12)N1CCCCCC1,0.0,4.9,-0.8,-1.4,3.4,0.9,0.1,8.3,-5.2
Cc1ccc(C(=O)CCC(=O)OCC(=O)Nc2ccccc2SCC#N)cc1,nt,1.1,1.8,nt,3.5,1.6,0.0,nt,-6.3
NC1=NS(=O)(=O)NC1c1cccc(F)c1 (stereo unspecified),0.4,0.3,-2.9,0.3,8.7,-0.5,-0.3,-5.5,-12.0
CS(=O)(=O)N(CC(=O)N1CCN(c2ccccc2)CC1)c1cc(C(F)(F)F)ccc1Cl,1.5,-5.0,10.7,-3.0,2.2,3.8,-0.2,12.2,4.3
COc1ccc(S(=O)(=O)NC2CCN(Cc3ccccc3)CC2)cc1NC(C)=O,nt,2.5,11.4,nt,7.5,2.2,-0.2,nt,-0.1
CCOC(=O)[C@H]1[C@H]2COc3cc(OC)ccc3[C@@H]2N2C(=O)[C@@H](CO)NC(=O)[C@@]12C,nt,nt,-1.7,nt,-2.5,nt,0.1,nt,-12.5
COc1cc(C)c(S(=O)(=O)N2CCN=C2c2ccccc2)cc1C,-0.4,0.1,9.8,3.5,-1.7,-0.8,5.1,-1.4,-6.1
CC1CCCN(CCS(=O)(=O)c2ccccc2)C1 (stereo unspecified),-1.6,-3.0,1.9,6.0,2.5,-1.4,-0.1,3.7,-4.7

# Only JMJD2C inh, Efflux pump mplx and procasp7 counter, for some of the entries so far:
canonical_smiles | JMJD2C inh | Efflux pump mplx | procasp7 counter
Oc1oc(C=Nc2ccc(F)cc2F)c2ccccc12 | -1.5 | -0.1 | 0.1
Cc1cc(Br)c(Cl)cc1NC(=O)CN1C(=O)C2C3CC(c4ccccc4)C(C3)C2C1=O (stereo unspecified) | 5.0 | -0.3 | 6.8
O=C(Cc1cn(Cc2cccc(Cl)c2)c2ccccc12)N1CCCCCC1 | -5.2 | 0.1 | -0.8
Cc1ccc(C(=O)CCC(=O)OCC(=O)Nc2ccccc2SCC#N)cc1 | -6.3 | 0.0 | 1.8
NC1=NS(=O)(=O)NC1c1cccc(F)c1 (stereo unspecified) | -12.0 | -0.3 | -2.9
CS(=O)(=O)N(CC(=O)N1CCN(c2ccccc2)CC1)c1cc(C(F)(F)F)ccc1Cl | 4.3 | -0.2 | 10.7

# Following part
SMILES,TPT1 inhibitor,PP1 inh,procasp7 counter,Fh CTSL1 inh,procasp3 activ,PP5 primary,Efflux pump mplx,core dimer inh,JMJD2C inh
COC(=O)CN(Cc1ccco1)S(=O)(=O)c1ccccc1,0.8,0.9,-10.2,4.9,-7.8,1.8,0.1,13.8,2.8
COc1ccccc1NC(=O)C(C)OC(=O)C1CCC(C(C)(C)C)CC1 (stereo unspecified),-0.8,-7.2,-1.3,-3.5,-11.4,5.0,0.2,4.4,-1.5
Cc1nnc(C)n1/N=C/C=C/c1ccccc1,-10.7,-0.8,-6.3,1.6,-2.3,0.7,0.0,-4.0,-3.8
CCOc1ccccc1N(CC(=O)OC)S(=O)(=O)c1ccccc1,2.7,-4.5,-0.1,1.4,-1.1,1.4,0.3,5.4,48.7
COc1cccc(-c2cc(C(=O)NCC3CCCO3)c3cc(C)cc(C)c3n2)c1 (stereo unspecified),-0.7,1.8,1.0,0.5,1.9,3.2,0.0,0.8,25.6
Cc1ccc(C(=O)Oc2coc(CSc3nnc(NC(=O)C4CC4)s3)cc2=O)cc1,-1.7,-0.8,3.0,-6.2,-1.2,-0.8,0.1,14.8,-12.5
COc1cc(S(=O)(=O)N2CCN=C2c2ccccc2)c(OC)cc1Cl,-5.2,2.4,-6.9,-1.0,1.8,3.1,0.0,-13.4,5.2

# Some of the entries so far, as labelled records:
COc1cc(S(=O)(=O)N2CCN=C2c2ccccc2)c(OC)cc1Cl
  TPT1 inhibitor: -5.2
  PP1 inh: 2.4
  procasp7 counter: -6.9
  Fh CTSL1 inh: -1.0
  procasp3 activ: 1.8
  PP5 primary: 3.1
  Efflux pump mplx: 0.0
  core dimer inh: -13.4
  JMJD2C inh: 5.2

CCOc1ccccc1N(CC(=O)OC)S(=O)(=O)c1ccccc1
  TPT1 inhibitor: 2.7
  PP1 inh: -4.5
  procasp7 counter: -0.1
  Fh CTSL1 inh: 1.4
  procasp3 activ: -1.1
  PP5 primary: 1.4
  Efflux pump mplx: 0.3
  core dimer inh: 5.4
  JMJD2C inh: 48.7

Cc1ccc(C(=O)Oc2coc(CSc3nnc(NC(=O)C4CC4)s3)cc2=O)cc1
  TPT1 inhibitor: -1.7
  PP1 inh: -0.8
  procasp7 counter: 3.0
  Fh CTSL1 inh: -6.2
  procasp3 activ: -1.2
  PP5 primary: -0.8
  Efflux pump mplx: 0.1
  core dimer inh: 14.8
  JMJD2C inh: -12.5
